# Growth percent in the NCI-60 one-dose screen (48 h, 10 µM unless noted): 100 = growth as untreated, 0 = no growth, -100 = all killed.
# MALME-3M: MALME-3M melanoma; actives 5.8% (n = 78,000); AID 1794766
# UACC-62: UACC-62 melanoma | AID 1794756 | actives 5.4% (n = 81,000)
# M14: M14 melanoma | AID 1794745 | actives 6.2% (n = 80,000)
# A549/ATCC: A549/ATCC NSCLC | AID 1794740 | actives 3.7% (n = 81,000)
# HOP-62: HOP-62 NSCLC. actives 3.9% (n = 80,000)
# HOP-92: HOP-92 NSCLC cells; actives 6.3% (n = 71,000)
# UACC-257: UACC-257 melanoma; AID 1794764; actives 4.4% (n = 78,000)
# EKVX: EKVX NSCLC; AID 1794765; actives 3% (n = 71,000)
# * = called active by the depositor; nt = not tested or not shown. Rule for the calls: active = growth percent below 10; inactive = the rest.
SMILES,MALME-3M,UACC-62,M14,A549/ATCC,HOP-62,HOP-92,UACC-257,EKVX
Clc1ccc(Sc2nc(NC3CCCCCC3)nc(Sc3ccc(Cl)cc3)n2)cc1,95,88,95,92,104,78,nt,nt
O=C(CCn1cc[n+](CC(=O)c2ccc(Cl)cc2)c1)Nc1cccc2cccnc12,93,94,97,99,102,nt,96,92
COC(=O)/C(=C/c1ccccc1)CBr,102,102,96,102,104,109,88,nt
CC(=O)Nc1ccc(C(N)=S)cc1,109,94,106,82,98,95,82,104
CCN(CC)CCN(C(=O)CCc1ccccc1)C1CCCCC1,102,104,103,73,88,94,nt,98
CC(=O)Nc1ccc(S(=O)(=O)n2ccc(-c3ccc4c(c3)CCC(C)(C)O4)n2)cc1,82,62,65,58,94,70,46,nt
O=c1[nH][nH]c2c(N=Cc3ccccc3O)ccc(F)c12,nt,100,108,100,91,77,101,101
CCOc1ccccc1-c1nc2ccccc2s1,113,103,113,101,108,93,98,92
Cc1c(Cl)c(C)c(Cc2c(C)c(Cl)c(C)c(Cl)c2O)c(O)c1Cl,-3.7*,18,23,14,16,-20*,-0.6*,3.9*
C=C1C(=O)O[C@H]2[C@H]1CC/C(COC(=O)NCCc1cccc(OC)c1)=C\CC[C@@]1(C)O[C@@H]21,85,23,30,79,67,44,nt,68
COc1ccc(/C=N\NC(=O)c2ccc3nc(-c4ccc(Cl)cc4)[nH]c3c2)cc1,6.5*,31,26,12,30,36,54,29
Cc1sc2c(c1C)c(=O)nc1c(-c3nc(-c4ccc(F)cc4)no3)n[nH]n12,97,98,107,106,92,91,105,95
COc1ccc2cc1Oc1cc3c(cc1OC)CC[N+](C)(C)C3Cc1ccc(cc1)Oc1c(OC)c(OC)cc3c1C(C2)[N+](C)(C)CC3 (stereo not drawn),nt,108,101,96,112,94,103,nt
COc1ccc(Cl)cc1Nc1nc(-c2c(C)nc3ncccn23)cs1,97,78,74,77,79,88,87,nt
CCCCOCCOCCOC(=O)c1ccccc1,92,nt,93,67,87,74,79,91
CC1=C(C(=O)OC(C)C)C(c2ccc(O)cc2)NC(=O)N1 (stereo not drawn),102,95,100,101,99,105,96,96
CC1=NC=N/C1=C\c1sc(=S)n(CC(=O)O)c1O,104,109,111,102,110,nt,103,108
CN(C)CCN1C(=O)NC(c2ccccc2)(c2ccccc2)C1=O,100,113,109,97,nt,98,110,93
Oc1ccccc1/C=N/c1ncn[nH]1,114,125,103,99,107,nt,105,97
CC1=NN(c2nc(-c3c(O)cc(C)oc3=O)cs2)C(=O)/C1=C\c1ccc(Cl)cc1,101,95,108,102,109,87,97,99
CCCCCNCCOC(=O)c1ccc(N)cc1,106,105,106,94,109,nt,91,nt
CCCCCCCCCCCCNC(=S)N/N=C/c1ccc(O)c(OCC)c1,124,75,104,99,108,131,106,102
O=C1/C(=C/c2cccc(OCc3ccc(Cl)cc3)c2)N=C2OCCCN12,114,73,101,86,105,99,88,94
CC(=O)OCC1OC(SC(=N)N)C(OC(C)=O)C(OC(C)=O)C1OC(C)=O (stereo not drawn),96,99,101,101,92,96,109,106
NC(=O)NCC1CCCCC1,99,nt,104,109,112,114,nt,97

# Next section:
SMILES,MALME-3M,UACC-62,M14,A549/ATCC,HOP-62,HOP-92,UACC-257,EKVX
O=C(O)CCCCn1c(-c2ccc(Cl)cc2)nc(-c2ccccc2)c1-c1ccccc1,97,38,85,56,67,83,95,73
COc1ccc(/C=C/C(=O)c2ccc(OC)c(OC)c2)cc1,89,72,105,nt,95,25,nt,99
CCCCNC(=O)c1[nH]cc(-c2ccccc2)c1-c1cc(OC)c2c(c1OC)OCO2,96,81,95,89,95,82,97,90
COc1ccc2c(c1)C=CC(C#N)N2C(=O)c1ccccc1 (stereo not drawn),67,26,16,21,35,34,nt,50
COC(=O)C(CCc1ccc([N+](=O)[O-])cc1)(CCc1ccc([N+](=O)[O-])cc1)C(=O)OC,98,59,83,94,88,71,92,nt
COc1cc(-c2nc(-c3nnc(-c4ccc(N(C)C)cc4)o3)c3ccccn23)cc(OC)c1OC,nt,72,81,56,84,44,92,79
Oc1ccc(CC2=NCCc3cc(O)c(O)cc32)cc1O,89,103,101,102,109,nt,103,nt
COc1cc(C2CC(c3ccc(C)cc3)=Nc3c(N)nc(N)nc3N2)ccc1Oc1nc(Nc2ccc(F)cc2)nc(N(C)C)n1 (stereo not drawn),65,78,68,88,94,9.3*,77,70
O=C1CC2CC=CCN2C=C1NC(=O)C1CCCCC1 (stereo not drawn),104,111,92,74,70,95,81,89
Cc1[nH]c(C(=O)Nc2ccc3nc(OCCN4CCOCC4)ccc3c2)c(Cl)c1Cl,38,84,49,59,88,67,87,74
CC(=O)O[C@H]1[C@H](O[C@H]2[C@@H](O)C[C@@]3(C)C(CC[C@]4(C)C3CC=C3[C@@H]5CC(C)(C)CC[C@]5(C(=O)O[C@H]5OC[C@@H](O)[C@H](O[C@@H]6O[C@@H](C)[C@H](OC7OC[C@@H](O)[C@H](O)[C@H]7O[C@@H]7O[C@@H](C)[C@H](O)[C@@H](O[C@@H]8OC[C@](O)(CO)[C@H]8O)[C@H]7O)[C@@H](O)[C@H]6O)[C@H]5O)[C@H](O)C[C@]34C)[C@]2(C)C(=O)O)O[C@H](CO)[C@@H](O)[C@@H]1O (stereo partly drawn),99,114,103,99,89,79,110,103
COc1ccc(-c2csc(NC(=O)CSc3nc(-c4ccc(C)cc4)c(C#N)c(=O)[nH]3)n2)cc1,105,92,93,93,105,93,94,97
C#CCn1cc(C2C(Cl)C(=O)N2c2ccc(N3CCOCC3=O)cc2)c2ccccc21 (stereo not drawn),103,99,103,115,103,94,114,102
CC(C)OC(=O)c1cc(NC(=S)OC(C)C)ccc1Cl,68,77,nt,71,92,74,79,86
CC[C@H](c1ccc(F)cc1)[C@@H](CC)c1ccc(O)c(O)c1,132,84,102,102,110,81,116,105
Cc1nn(-c2ccccc2)c(N2CCCCC2)c1-c1nc2ccc([N+](=O)[O-])cc2[nH]1,90,63,96,89,97,110,102,95
CC1CCc2c(sc3nc(Nc4ccccc4)n(N)c(=O)c23)C1 (stereo not drawn),95,82,90,96,101,110,100,95
NC(N)=N/N=C/c1cccc(Br)c1,100,107,93,99,nt,89,106,103
O=C1/C(=C/c2ccccc2)SC(=NC2CCCCC2)N1Nc1ccccc1,98,75,95,78,121,74,97,81
COc1ccc(-c2cc(C(=O)N3CC(C)OC(C)C3)on2)cc1OC1CCCC1 (stereo not drawn),81,66,81,89,92,94,94,84
COc1ccc2c(c1)/C(=N\N=C\c1ccc(OC)c(OC)c1)C(=O)N2,101,93,114,96,102,91,86,95
CN1CCN(CC#CCN=C[C@]23CCC(C)(C)C[C@H]2C2=CC[C@@H]4[C@@]5(C)CCC(=O)C(C)(C)[C@@H]5CC[C@@]4(C)[C@]2(C)CC3)CC1,98,78,102,97,109,98,95,103
Brc1cc(-c2cc(-c3ccc4c(c3)OC=CO4)[nH]n2)cs1,64,77,83,94,85,101,101,73
C=CCCC(=O)CC(=O)OCC,nt,101,109,95,102,79,102,106
C/C(=N\NC(N)=O)c1ccc(Cl)c(-n2cccc2)c1,99,92,106,96,91,60,nt,nt

# Next section.
SMILES,MALME-3M,UACC-62,M14,A549/ATCC,HOP-62,HOP-92,UACC-257,EKVX
COc1ccc(S(=O)(=O)NCCCNc2nccc(-c3c(-c4ccc(F)c(OC)c4)nc4occn34)n2)cc1,82,40,54,66,89,89,81,78
COc1cc(/C=C\c2ccc(-c3ccc(-c4ccc(F)cc4)cc3)cc2)cc(OC)c1OC,96,78,100,87,109,99,77,94
CC(=O)Oc1ccccc1C(=O)[Se]CC(=O)Nc1cccc(C(F)(F)F)c1,-93*,-57*,-37*,-61*,-61*,-60*,-24*,-97*
CN1C(=O)NC(=O)C1c1ccccc1 (stereo not drawn),105,89,99,nt,100,81,112,116
C1=C\CCCCN2CC[C@H]3[C@H](CCCC/C=C\CCCN4C[C@@H](CCCCC/1)C[C@@H]3C4)C2,99,92,1.7*,49,76,18,85,108
Nc1cccc(-c2nc3sccn3c2-c2ccnc(NCCNS(=O)(=O)c3cccc4ccccc34)n2)c1,100,91,99,95,105,103,102,95
NC(=O)C1(NC2CCCCC2)CCN(Cc2ccccc2)CC1,106,106,99,96,99,97,101,109
O=C1N(Cc2ccccc2)c2ccccc2S(=O)(=O)N1c1cccnc1Cl,90,75,101,102,101,76,99,76
O=C(CC(C(=O)c1ccc(Cl)cc1)N1CCCCC1)c1ccc(Cl)cc1 (stereo not drawn),97,87,100,73,90,85,75,104
CCCCCCCCS(=O)C(C)Cc1ccc2c(c1)OCO2 (stereo not drawn),89,104,107,107,94,80,113,106
CN(C)c1ccc(P(=O)(O)c2ccc(N(C)C)cc2)cc1,101,97,100,101,100,93,106,101
c1ccc(C[C@H]2CNCc3ccccc32)cc1,91,90,84,103,95,84,113,96
C/C(=N\O)C1CC[C@]2(C)[C@@H]1CC[C@@H]1[C@@]3(C)CC/C(=N/O)C(C)(C)[C@@H]3CC[C@]12C (stereo partly drawn),98,93,103,80,104,107,93,97
Clc1ccc(-c2ccnc(N3CCNCC3)n2)cc1,99,111,94,89,93,nt,104,93
COc1ccc(NC(=O)c2ccc(NC3=C(c4ccccc4)C(=O)NC3=O)cc2)cc1,78,88,104,97,92,98,107,97
CCOC(=O)CSc1ncnc2c1c(-c1ccccc1)cn2-c1ccc(C)cc1,98,83,95,89,76,73,86,93
CC(=O)NCC1(O)CCCC(C)C1 (stereo not drawn),111,96,105,99,104,188,105,105
Cc1cccc(-n2c(SCC(=O)Nc3ccc(S(=O)(=O)Nc4cc(C)on4)cc3)nc3ccccc3c2=O)c1,99,88,88,97,93,85,97,101
COc1ccc(C(N)CCc2cccc(OC)c2OC)cc1 (stereo not drawn),96,95,93,93,85,86,103,98
Cc1ccc2oc(=O)cc(COc3ccc(N=Cc4ccccn4)cc3)c2c1,113,94,98,95,103,109,101,100
CC(=N\N=C(N)N)/C(=N/N=C(N)N)c1ccccc1,99,103,89,86,nt,95,93,69
CC1OC(n2c3ccccc3c3c4c(c5c6ccccc6[nH]c5c32)C(=O)N(CCN[C@H]2CCC[C@@H]2N)C4=O)CC(O)C1O (stereo partly drawn),45,42,36,25,30,nt,55,46
CCCn1cnc2c(c1=N)C(c1ccc(OC)cc1)c1sc3c(F)cccc3c1O2 (stereo not drawn),85,87,96,86,86,69,110,88
Nc1ccc(Sc2ccc([N+](=O)[O-])cc2)cc1,137,102,107,97,87,nt,102,nt
C[S+](C)Cc1ccc(C(=O)Oc2ccc([N+](=O)[O-])cc2)cc1,105,100,99,nt,97,nt,nt,nt

# As entered above.
# EKVX with CC1OC(n2c3ccccc3c3c4c(c5c6ccccc6[nH]c5c32)C(=O)N(CCN[C@H]2CCC[C@@H]2N)C4=O)CC(O)C1O (stereo partly drawn) reads 46
# HOP-92 with CC(=N\N=C(N)N)/C(=N/N=C(N)N)c1ccccc1 reads 95
# HOP-92 with Cc1cccc(-n2c(SCC(=O)Nc3ccc(S(=O)(=O)Nc4cc(C)on4)cc3)nc3ccccc3c2=O)c1 reads 85
# UACC-257 with O=C(CC(C(=O)c1ccc(Cl)cc1)N1CCCCC1)c1ccc(Cl)cc1 (stereo not drawn) reads 75

# Continued.
SMILES,MALME-3M,UACC-62,M14,A549/ATCC,HOP-62,HOP-92,UACC-257,EKVX
Nc1cc2ccccc2cc1C(=O)O,103,90,94,96,83,107,102,94
NCCS(=O)(=O)O,108,108,100,107,108,125,108,105
Nc1nc(=O)c2ccccc2c(=O)[nH]1,98,100,100,100,95,90,101,96
O=C(/C=C/c1cc(-c2ccc3c(c2)OCO3)n[nH]1)c1ccc(Cl)cc1,101,96,98,90,97,75,101,nt
CC(C)(C)OC(=O)n1cc(-c2nc(-c3ccsc3)cs2)c2ccccc21,88,89,93,106,nt,nt,nt,62
O=C(c1ccccn1)C(O)c1ccccn1 (stereo not drawn),96,99,100,78,78,92,nt,98
O=C(Nc1ccccc1)OCCc1ccccc1,107,104,110,102,103,83,nt,nt
COc1ccc(S(=O)(=O)NCCNc2nccc(-c3c(-c4cccc([N+](=O)[O-])c4)nc4sccn34)n2)cc1,111,84,102,80,99,87,106,82
COC(=O)c1ccc2[nH]c(O)c(C(=Nc3ccc(N(C)C(=O)CN4CCN(C)CC4)cc3)c3ccc(C)cc3)c2c1,-95*,-19*,-84*,-30*,nt,39,-59*,23
CC1(C)S(=O)(=O)OCCOS1(=O)=O,95,92,100,92,98,84,82,95
CN1CCN(c2ccc(NC(=O)c3cncnc3Nc3ccc(OCc4cccc(F)c4)c(Cl)c3)cc2)CC1,78,48,-16*,57,33,57,91,99
CC(C)Nc1ccncc1CO,114,95,105,97,100,108,98,97
CC(C)=CCN1CCC(C(=O)Nc2ccc(-c3nc4ccccc4[nH]3)cc2)CC1,92,85,96,98,101,109,102,nt
CCc1noc2cc(-c3ccccc3)n(C)c(=O)c12,115,99,105,92,94,nt,96,nt
COc1nc2c(c(=O)[nH]1)C(c1ccccc1)C=C(C(=O)O)N2 (stereo not drawn),123,123,110,103,115,109,110,nt

# Part of the list above in order of count of non-hydrogen atoms, smallest number first:
SMILES,MALME-3M,UACC-62,M14,A549/ATCC,HOP-62,HOP-92,UACC-257,EKVX
Nc1nc(=O)c2ccccc2c(=O)[nH]1,98,100,100,100,95,90,101,96
CC(C)(C)OC(=O)n1cc(-c2nc(-c3ccsc3)cs2)c2ccccc21,88,89,93,106,nt,nt,nt,62
COc1ccc(S(=O)(=O)NCCNc2nccc(-c3c(-c4cccc([N+](=O)[O-])c4)nc4sccn34)n2)cc1,111,84,102,80,99,87,106,82
